IDH1 mut inh – blocks human IDH1 R132H reductase activity; O75874; AID 624101; 70,000 tested, 0.18% active; diaphorase/resazurin fluorescence, 60 min; inhibition, % at 10 µM; in the data active = inhibition above about 34%; inconclusive = no clear call, values can overlap the other calls; inactive = below about 11%;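 note: 0% = DMSO and 100% = no enzyme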
Target sequence (O75874 whole entry R132H): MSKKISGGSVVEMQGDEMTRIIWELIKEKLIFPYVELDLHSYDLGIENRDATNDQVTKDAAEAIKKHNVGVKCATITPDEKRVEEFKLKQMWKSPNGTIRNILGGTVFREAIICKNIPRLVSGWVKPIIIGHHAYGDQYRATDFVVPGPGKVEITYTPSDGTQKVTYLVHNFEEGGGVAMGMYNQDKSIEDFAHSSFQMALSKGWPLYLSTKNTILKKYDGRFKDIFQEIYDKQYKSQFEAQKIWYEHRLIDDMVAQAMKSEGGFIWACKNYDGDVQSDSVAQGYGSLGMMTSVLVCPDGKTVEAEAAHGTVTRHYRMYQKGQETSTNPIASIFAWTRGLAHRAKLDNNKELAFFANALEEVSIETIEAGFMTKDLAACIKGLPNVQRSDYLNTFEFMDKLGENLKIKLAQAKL
PRC2 inh – EZH2 (human) methyltransferase inhibition | inhibition, % at 12.5 µM | 57,000 tested, 0.35% active | PRC2 H3K27 methylation, DELFIA TRF, 1 h | AID 651548;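 active = mean inhibition of replicates at least 50% and every single replicate also reaching 50%; inconclusive = mean inhibition at least 50% but some replicate falls below 50%; inactive = mean inhibition under 50%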;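 note: dimethyl H3K27 on biotinylated H3 21-44 peptide detected by antibody; plate controls were median neutral control wells for no effect and median positive control wells for full effect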
Numbers without * were called inactive; ? = inconclusive; . = no result given.

cpd	SMILES	IDH1 mut inh	PRC2 inh
1	Cc1ccc(S(=O)(=O)N(C)C[C@@H]2Oc3c(NC(=O)c4ccncc4)cccc3C(=O)N([C@@H](C)CO)C[C@@H]2C)cc1	.	11
2	CO[C@H]1CN(C)C(=O)c2cc(NC(C)=O)ccc2OC[C@H](C)N(CC2CCCCC2)C[C@@H]1C	.	-9
3	C[C@@H]1CN([C@H](C)CO)C(=O)c2cc(C3=CCCC3)cnc2O[C@H]1CN(C)Cc1ccc(F)cc1	-1.8	-2
4	COc1ccc(NC(=O)Nc2ccc3c(c2)CC(=O)N([C@@H](C)CO)C[C@H](C)[C@@H](CN(C)C(=O)Nc2ccc(F)cc2)O3)cc1	0.8	-6
5	C[C@@H]1CN([C@@H](C)CO)C(=O)c2cc(-c3ccc(F)cc3)cnc2O[C@H]1CN(C)C(=O)Nc1ccccc1F	0.5	26
6	CCCC#Cc1ccc2c(c1)O[C@H](CN(C)C(=O)Nc1ccccc1F)[C@H](C)CN([C@@H](C)CO)S2(=O)=O	-1.9	-13
7	CS(=O)(=O)N(CC(=O)Nc1ccc2c(c1)OCCO2)Cc1ccccc1	-0.1	-7
8	CO[C@@H]1CC[C@H]2CCOc3c(C#N)cccc3C(=O)N(C)C[C@H](c3ccccc3)CC(=O)N(C)C[C@H]1O2	-0.1	-2

The last 7 compounds of the part before lead into the next.
cpd	SMILES	IDH1 mut inh	PRC2 inh
2	CO[C@H]1CN(C)C(=O)c2cc(NC(C)=O)ccc2OC[C@H](C)N(CC2CCCCC2)C[C@@H]1C	.	-9
3	C[C@@H]1CN([C@H](C)CO)C(=O)c2cc(C3=CCCC3)cnc2O[C@H]1CN(C)Cc1ccc(F)cc1	-1.8	-2
4	COc1ccc(NC(=O)Nc2ccc3c(c2)CC(=O)N([C@@H](C)CO)C[C@H](C)[C@@H](CN(C)C(=O)Nc2ccc(F)cc2)O3)cc1	0.8	-6
5	C[C@@H]1CN([C@@H](C)CO)C(=O)c2cc(-c3ccc(F)cc3)cnc2O[C@H]1CN(C)C(=O)Nc1ccccc1F	0.5	26
6	CCCC#Cc1ccc2c(c1)O[C@H](CN(C)C(=O)Nc1ccccc1F)[C@H](C)CN([C@@H](C)CO)S2(=O)=O	-1.9	-13
7	CS(=O)(=O)N(CC(=O)Nc1ccc2c(c1)OCCO2)Cc1ccccc1	-0.1	-7
8	CO[C@@H]1CC[C@H]2CCOc3c(C#N)cccc3C(=O)N(C)C[C@H](c3ccccc3)CC(=O)N(C)C[C@H]1O2	-0.1	-2
9	C[C@@H]1CN([C@@H](C)CO)C(=O)Cc2cc(N(C)C)ccc2O[C@H]1CN(C)S(=O)(=O)c1cccs1	-6.0	9
10	CC(=O)N(C)C[C@@H]1Oc2cc(C#CC3CC3)ccc2S(=O)(=O)N([C@@H](C)CO)C[C@@H]1C	.	8
11	C[C@H]1CN([C@@H](C)CO)C(=O)CCCn2cc(nn2)CO[C@@H]1CN(C)Cc1cccnc1	1.6	-3
12	C[C@@H]1CN([C@@H](C)CO)C(=O)c2cccc(NC(=O)C3CCCCC3)c2O[C@H]1CN(C)Cc1ccncc1	.	-3
13	O=C(C[C@H]1C[C@H]2c3cc(NC(=O)c4ccc5c(c4)OCO5)ccc3O[C@H]2[C@@H](CO)O1)NCc1cccc(F)c1	-2.5	-8
14	CO[C@@H]1CN(C)C(=O)c2ccc(NC(=O)C3CCCCC3)cc2OC[C@@H](C)N(Cc2cccnc2)C[C@H]1C	-0.8	-2
15	C[C@H]1CN([C@@H](C)CO)C(=O)c2cc(NC(=O)C3CC3)ccc2O[C@@H]1CN(C)C	0.9	-3
16	CCCC(=O)Nc1ccc2c(c1)OC[C@@H](C)N(Cc1ccc(F)cc1)C[C@H](C)[C@@H](OC)CN(C)C2=O	0.1	-2
17	C[C@H](CO)N1C[C@H](C)[C@H](CN(C)C(=O)Nc2ccc3c(c2)OCO3)Oc2ccc(NC(=O)Cn3cnnn3)cc2C1=O	-2.7	.
18	COc1ccc(OC)c(NC(=O)CNC(=O)c2ccc(C(C)(C)C)cc2)c1	-0.4	-8
19	COc1ccc(N(C(C)C(=O)Nc2ccc(I)cc2)S(C)(=O)=O)cc1 (centres undefined)	-0.1	-2
20	O=C(CN1CCOCC1)N[C@H]1CC[C@@H](CCNC(=O)C2CCCCC2)O[C@@H]1CO	0.2	9
21	C[C@@H]1CN([C@@H](C)CO)C(=O)c2cc(Br)cnc2O[C@H]1CN(C)CC1CCCC1	-2.7	3
22	C[C@@H]1CN([C@@H](C)CO)C(=O)c2cc(NC(=O)CCN3CCOCC3)ccc2O[C@H]1CN(C)Cc1ccc2c(c1)OCO2	3.8	-9
23	C[C@@H]1CN([C@@H](C)CO)S(=O)(=O)c2ccc(C#CCN(C)C)cc2O[C@H]1CN(C)C(=O)c1ccccc1F	-0.2	.
24	Cc1ccc(S(=O)(=O)Nc2ccc3c(c2)C(=O)N([C@H](C)CO)C[C@H](C)[C@@H](CN(C)C(=O)CCCN(C)C)OCCCC[C@H](C)O3)cc1	0.2	.
25	O=C(CC1C(=O)NCCN1C(=O)c1ccc(F)cc1)OCc1ccccc1 (centres undefined)	0.0	-1
26	C[C@H](CO)N1C[C@H](C)[C@@H](CN(C)Cc2ccc(Oc3ccccc3)cc2)Oc2ccc(NS(=O)(=O)c3ccc(Cl)cc3)cc2CC1=O	-0.1	.
27	O=C(N[C@@H]1CC[C@@H](CCNC(=O)C2CC2)O[C@@H]1CO)c1ccccn1	0.0	6
28	C[C@H](CO)N1C[C@H](C)[C@@H](CN(C)C(=O)Cc2ccccc2)Oc2cc(-c3ccccc3)ccc2S1(=O)=O	2.7	.
29	O=C(NCC1CCNCC1)/C(=N/O)c1ccccc1	0.8	2
30	Cc1noc(C)c1NC(=O)N(C)C[C@@H]1Oc2ccc(NS(=O)(=O)c3cn(C)cn3)cc2C(=O)N([C@@H](C)CO)C[C@@H]1C	1.4	.
31	CS(=O)(=O)N(CC(=O)Nc1cc(Cl)ccc1Cl)c1cccc([N+](=O)[O-])c1	0.3	-8
32	CCCNC(=O)C[C@@H]1C[C@@H]2c3cc(NC(=O)Nc4ccc(OC)cc4)ccc3O[C@@H]2[C@@H](CO)O1	2.2	8
33	O=C(N=NC=C1C=CN(O)C=C1)c1ccccc1O	-0.4	2
34	Cc1noc(C)c1NC(=O)Nc1ccc2c(c1)C(=O)N([C@H](C)CO)C[C@H](C)[C@H](CN(C)C(=O)NC(C)C)O2	2.1	.
35	CO[C@H]1CN(C)C(=O)c2cc(NS(=O)(=O)c3ccccc3)ccc2OC[C@H](C)N(Cc2ccccn2)C[C@H]1C	-0.2	-5
36	C[C@@H]1CCCCO[C@@H](CN(C)Cc2ccc3c(c2)OCO3)[C@H](C)CN([C@@H](C)CO)C(=O)c2cc(NS(C)(=O)=O)ccc2O1	.	2
37	c1cncc(-c2nn3c(Cn4cnc5ccccc54)nnc3s2)c1	1.0	-18
38	O=C(C[C@@H]1CC[C@@H](NC(=O)C2CCOCC2)[C@@H](CO)O1)NCc1ccccc1Cl	-0.2	-12
39	COCC(=O)Nc1ccc2c(c1)C(=O)N(C)C[C@@H](OC)[C@H](C)CN(CC1CC1)[C@@H](C)CO2	-0.4	4
40	Cc1noc(C)c1S(=O)(=O)N(C)C[C@@H]1Oc2ccc(NC(=O)Cc3ccccc3)cc2CC(=O)N([C@@H](C)CO)C[C@H]1C	-2.1	.
41	Cc1ccccc1NC(=O)CSC1CC(=O)N(c2ccccc2)C1=O (centres undefined)	-0.4	1
42	Cc1noc(C)c1S(=O)(=O)Nc1ccc2c(c1)C(=O)N([C@H](C)CO)C[C@@H](C)[C@@H](CN(C)Cc1ccncc1)OCCCC[C@H](C)O2	14	.
43	C[C@H](CO)N1C[C@H](C)[C@@H](CN(C)C(=O)Nc2ccccc2F)Oc2cc(-c3ccc(C(=O)N(C)C)cc3)ccc2S1(=O)=O	-1.7	4
44	Cc1ccc(S(=O)(=O)Nc2ccc3c(c2)C(=O)N([C@H](C)CO)C[C@H](C)[C@H](CN(C)S(=O)(=O)c2ccccc2)OCCCC[C@H](C)O3)cc1	1.4	.
45	CN(C)c1ccc2c(c1)[C@H]1C[C@@H](CC(=O)NCc3ccncc3)O[C@@H](CO)[C@H]1O2	-2.8	1
46	COc1ccc(NC(=O)N(C)C[C@H]2Oc3ccc(NC(=O)Cc4ccccc4)cc3CC(=O)N([C@@H](C)CO)C[C@H]2C)cc1	.	14
47	C[C@@H]1CCCCO[C@@H](CN(C)Cc2ccccc2)[C@H](C)CN([C@@H](C)CO)C(=O)c2cc(NC(=O)Cc3ccccc3)ccc2O1	2.7	.
48	C[C@@H]1CN([C@H](C)CO)S(=O)(=O)c2ccc(Br)cc2O[C@@H]1CN(C)S(=O)(=O)c1ccc(F)cc1	-6.1	.
49	C[C@@H]1CN([C@H](C)CO)C(=O)c2cccc(NC(=O)C3CCCCC3)c2O[C@@H]1CN(C)C(=O)Nc1ccc2c(c1)OCO2	3.5	-16
50	CNC[C@H]1Oc2c(NS(=O)(=O)c3ccc(OC)cc3)cccc2C(=O)N([C@H](C)CO)C[C@@H]1C	-0.5	0
51	C[C@H]1CN([C@@H](C)CO)S(=O)(=O)c2ccc(C3=CCCCC3)cc2O[C@@H]1CN(C)C(=O)c1ccccc1	.	-6
52	CC(NS(=O)(=O)c1ccccc1)C(=O)Nc1ccc(F)c(Cl)c1 (centres undefined)	0.2	-12
53	Cc1noc(C)c1S(=O)(=O)N(C)C[C@@H]1Oc2ccc(NS(=O)(=O)c3cccs3)cc2CC(=O)N([C@@H](C)CO)C[C@@H]1C	2.4	.
54	CO[C@H]1CN(C)C(=O)c2ccc(NC(=O)c3cccc(F)c3)cc2OC[C@@H](C)N(C(C)=O)C[C@H]1C	-0.1	9
55	O=C(CSc1nnc(-c2ccccc2)n1-c1ccccc1)N1c2ccccc2Sc2ccccc21	0.1	-1
56	COc1ccccc1OCCSc1n[nH]c2nc3ccccc3n12	-0.4	14
57	COc1ccccc1-c1cn(CC[C@@H]2CC[C@H](NC(=O)C3CCC3)[C@@H](CO)O2)nn1	-0.1	-2
58	O=[N+]([O-])c1cccc(CN2CCN(Cc3ccco3)CC2)c1	0.2	3
59	C[C@H](CO)N1C[C@H](C)[C@H](CN(C)C(=O)CCC(F)(F)F)OCCCC[C@H](C)Oc2ccc(NC(=O)C3CCCCC3)cc2C1=O	0.1	.
60	C[C@@H]1CN([C@H](C)CO)C(=O)c2cc(-c3ccccc3)cnc2O[C@@H]1CN(C)C	-1.9	6
61	O=C(CC(C(=O)O)N1CCCCC1)Nc1cccc2ccccc12 (centres undefined)	0.4	-1
62	C[C@@H]1CN([C@H](C)CO)C(=O)c2cc(-c3cccc(F)c3)cnc2O[C@@H]1CN(C)C(=O)C1CCCCC1	-2.2	6
63	Cc1noc(C)c1NC(=O)N[C@@H]1C=C[C@@H](CC(=O)NCCCN(C)C)O[C@@H]1CO	0.0	5
64	NCc1ccccc1	-0.1	2

Next records
cpd	SMILES	IDH1 mut inh	PRC2 inh
65	Cc1ccc(S(=O)(=O)N(C)C[C@@H]2Oc3ccc(NC(=O)Nc4ccc(C(F)(F)F)cc4)cc3CC(=O)N([C@@H](C)CO)C[C@H]2C)cc1	-0.9	.
66	COc1ccccc1NC(=O)Cn1cnc2scc(-c3cccc([N+](=O)[O-])c3)c2c1=O	0.4	4
67	O=C(NO)c1cccc(C(=O)N/N=C/Cc2ccccc2)c1	.	-3
68	C[C@@H]1CN([C@@H](C)CO)C(=O)c2cc(NS(=O)(=O)c3ccc(F)cc3)ccc2O[C@H]1CN(C)Cc1ccc(C(F)(F)F)cc1	-0.2	6
69	CCCN(C)C[C@@H]1Oc2cc(C#CCC(C)C)ccc2S(=O)(=O)N([C@@H](C)CO)C[C@@H]1C	-0.8	-5
70	O=C(C[C@@H]1C=C[C@H](NC(=O)Nc2ccc(F)cc2)[C@H](CO)O1)NCc1cccc(F)c1	-0.4	6
71	Cc1ccc(-c2cnc3c(c2)C(=O)N([C@@H](C)CO)C[C@H](C)[C@H](CN(C)S(C)(=O)=O)O3)cc1	4.8	12
72	C[C@@H]1CCCCO[C@@H](CN(C)Cc2ccc(C(F)(F)F)cc2)[C@H](C)CN([C@@H](C)CO)C(=O)c2cc(NS(C)(=O)=O)ccc2O1	-2.5	.
73	CN(C)CC(=O)N[C@@H]1CC[C@H](CC(=O)NCCN2CCCCC2)O[C@@H]1CO	0.0	2
74	COc1ccc(S(=O)(=O)Nc2ccc3c(c2)C(=O)N([C@H](C)CO)C[C@@H](C)[C@@H](CN(C)C(=O)Nc2ccc(C(F)(F)F)cc2)OCCCC[C@@H](C)O3)cc1	-1.3	.
75	C[C@H](CO)N1C[C@H](C)[C@@H](CN(C)C(=O)Nc2ccc(C(F)(F)F)cc2)Oc2ncc(C3=CCCC3)cc2C1=O	.	-32
76	C[C@@H]1CCCCO[C@H](CN(C)S(=O)(=O)c2cccs2)[C@@H](C)CN([C@H](C)CO)C(=O)c2cc(NC(=O)Nc3ccc4c(c3)OCO4)ccc2O1	0.9	.
77	O=C(CN1CCOCC1)N[C@@H]1CC[C@H](CCNC(=O)C2CCC2)O[C@@H]1CO	-0.2	10
78	CO[C@H]1CN(C)C(=O)c2cc(NC(=O)c3nc4ccccc4s3)ccc2OC[C@H](C)N(Cc2ccncc2)C[C@@H]1C	?	-26
79	O=C(NCc1ccccn1)C1CCCN(S(=O)(=O)c2ccc(F)cc2)C1 (centres undefined)	0.4	0
80	C[C@@H]1CN([C@@H](C)CO)C(=O)Cc2cc(NC(=O)CCN3CCOCC3)ccc2O[C@@H]1CN(C)C(=O)Nc1cccc2ccccc12	1.2	.
81	C[C@H]1CN([C@@H](C)CO)C(=O)Cc2cc(NC(=O)C3CCCCC3)ccc2O[C@H]1CN(C)C(=O)Nc1cccc2ccccc12	0.3	.

Screening results from PubChem BioAssay.

The list is partial. The share of hits here may be higher or lower than overall.
